# Glioma ERSR ind: inducers of ER stress response in human glioma cells; AID 602332; hit rate 0.02% among 420,000; Potency, µM, for inactives: at the top dose activation, most hits filed as activators; U87-MG GRP78 promoter luciferase reporter, 16 h; also: potency is read from the fitted curve at half-maximal effect; series mostly up to about 76 µM; % of control where 0% means no effect; nearly all actives have a fitted effect of over 35% in size
#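 Stably transfected U87-MG glioma cells carrying a GRP78-based luciferase sensor; 16 h compound incubation. Luminescence end-point read 10 min after Bright-Glo addition at room temperature.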
# RXFP1 antag: antagonists of human relaxin receptor RXFP1. Q9HBX9. AID 1259400. activity change, negative = inhibition, % at 57.5 µM. hit rate 0.59% among 350,000. HEK293-RXFP1, relaxin-stimulated cAMP HTRF, 30 min; hits give low values;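 active = activity change of -60% or lower, but not beyond a set lower limit; inconclusive = change between -60% and -40%, or beyond the set limit; inactive = change above -40%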; also: % is scaled to controls: 0 for no effect and ±100 for the full control effect
# Vif-A3G inh: Vif-A3G binding inhibition; HeLa A3G-eYFP + Vif (tagged APOBEC3G with the HIV-1 protein that degrades it), YFP fluorescence, overnight; Potency, µM (series often up to 46.1 µM), for the others: at the highest dose activity, negative = active, most hits filed as inhibitors; hit rate 0.076% among 410,000; AID 602310;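 also: potency is read from the fitted curve at half-maximal effect; % is scaled to controls: 0 for no effect and ±100 for the full control effect; nearly all actives have a fitted effect of over 60% in size; hits raise eYFP signal because A3G escapes Vif-driven loss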
# Target sequence (Q9HC16 whole entry, looked up): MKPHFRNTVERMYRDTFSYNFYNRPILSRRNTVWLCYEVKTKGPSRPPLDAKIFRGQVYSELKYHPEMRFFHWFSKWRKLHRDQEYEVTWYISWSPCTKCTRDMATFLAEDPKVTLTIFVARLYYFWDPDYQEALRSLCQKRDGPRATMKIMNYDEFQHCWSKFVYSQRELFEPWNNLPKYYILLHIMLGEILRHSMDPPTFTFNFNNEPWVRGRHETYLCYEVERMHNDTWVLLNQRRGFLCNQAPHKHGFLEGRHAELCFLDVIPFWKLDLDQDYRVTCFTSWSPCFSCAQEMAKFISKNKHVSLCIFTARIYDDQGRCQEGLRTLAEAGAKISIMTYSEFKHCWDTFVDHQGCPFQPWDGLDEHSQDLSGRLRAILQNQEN
#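 HeLa cells stably expressing Vif and C-terminally eYFP-tagged A3G, seeded overnight at 37 deg C, then exposed to compound by pintool overnight at 37 deg C. Rise in yellow fluorescence (Ex 488/Em 500-530, Acumen) marks blocked Vif-driven A3G degradation.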
# Starred values were filed as active, the others as inactive; u = inconclusive; x = not tested or not shown; & = joins results of further samples. Unless noted, calls follow the shape of the dose curve; as a rule, active = well fitted curve in the direction sought with a large enough effect; inconclusive = small, poorly fitted or top-dose-only effect, or another doubt; inactive = no such curve, though single readings can be large; an effect the other way counts as inactive or inconclusive. Not all compounds are listed, so the mix of outcomes need not match the whole.
# Value order – Glioma ERSR ind | RXFP1 antag | Vif-A3G inh
[1] O=C1NC2CCCCN2C12CCN(CCCN1c3ccccc3CCc3ccc(Cl)cc31)CC2 (stereo unspecified)
 : -5% | -74* | x
[2] Cc1cccc(C(=O)O)c1O
 : -1% | -12 | x
[3] O[C@@H](CNC[C@H](O)[C@H]1CCc2cc(F)ccc2O1)[C@@H]1CCc2cc(F)ccc2O1
 : -10% | u | x
[4] O=c1[nH]c(=O)c2[nH]c(=O)[nH]c2[nH]1
 : -1%&-4% | 0 | x
[5] CCCCN1CCCC1C(=O)Nc1c(C)cc(C)cc1C (stereo unspecified)
 : -3% | -7 | x
[6] NC(CSCC(=O)O)C(=O)O (stereo unspecified)
 : 5% | -1 | x
[7] CC(C)=CCC/C(C)=C/CO
 : -5%&-6% | 8 | x
[8] Cc1cc(/C=C2/SC(=S)N(c3cccc(C(F)(F)F)c3)C2=O)c(C)n1-c1cccnc1
 : -6% | -15 | -21%
[9] S=C(Nc1ccc(Cl)cc1)N1CCOCC1
 : 3% | -1 | 2%
[10] Cc1ccccc1NC(=O)CCN1CCCCCC1
 : -4% | -8 | -1%

# 3 entries already listed, arranged by their value in Glioma ERSR ind, largest number first.
nr | SMILES | Glioma ERSR ind
5 | CCCCN1CCCC1C(=O)Nc1c(C)cc(C)cc1C (stereo unspecified) | -3%
1 | O=C1NC2CCCCN2C12CCN(CCCN1c3ccccc3CCc3ccc(Cl)cc31)CC2 (stereo unspecified) | -5%
3 | O[C@@H](CNC[C@H](O)[C@H]1CCc2cc(F)ccc2O1)[C@@H]1CCc2cc(F)ccc2O1 | -10%

# The main list resumes, starting 5 compounds before the break.
# Value order – Glioma ERSR ind | RXFP1 antag | Vif-A3G inh
[6] NC(CSCC(=O)O)C(=O)O (stereo unspecified)
 : 5% | -1 | x
[7] CC(C)=CCC/C(C)=C/CO
 : -5%&-6% | 8 | x
[8] Cc1cc(/C=C2/SC(=S)N(c3cccc(C(F)(F)F)c3)C2=O)c(C)n1-c1cccnc1
 : -6% | -15 | -21%
[9] S=C(Nc1ccc(Cl)cc1)N1CCOCC1
 : 3% | -1 | 2%
[10] Cc1ccccc1NC(=O)CCN1CCCCCC1
 : -4% | -8 | -1%
[11] Cc1cc(C)n(-c2cc(N3CCN(C(=O)c4ccccc4C)CC3)ccc2[N+](=O)[O-])n1
 : -4% | 1 | 0%
[12] CN(C)c1ccc(C(=C2C=CC(=[N+](C)C)C=C2)c2ccc(N(C)C)cc2)cc1
 : -12%&-12%&-11% | x | 7%
[13] CCOC(=O)c1[nH]c(C)c(/C(O)=C2\C(=O)C(=O)N(CCCN(CC)CC)C2c2cccnc2)c1C (stereo unspecified)
 : -3% | -6 | 1%
[14] Cc1cc(C)nc(SCC(=O)Nc2sc3c(c2C#N)CCC(C)C3)n1 (stereo unspecified)
 : 0% | -1 | 3%
[15] CCN(CC)CCCC(C)Nc1ccnc2cc(Cl)ccc12 (stereo unspecified)
 : -4%&-4%&-6% | -18 | 4%

# Single entries from the results shown.
# Reading for CC(C)=CCC/C(C)=C/CO under RXFP1 antag: 8
# Reading for O[C@@H](CNC[C@H](O)[C@H]1CCc2cc(F)ccc2O1)[C@@H]1CCc2cc(F)ccc2O1 under Glioma ERSR ind: -10%
# Reading for Cc1ccccc1NC(=O)CCN1CCCCCC1 under RXFP1 antag: -8
